Sm TGR inh: blocks Schistosoma mansoni thioredoxin glutathione reductase; Q962Y6; purified TGR, DTNB reduction, TNB absorbance 405 nm; Potency, µM (series often up to 114 µM), inactives show at the top dose activity change, negative = inhibition, hits mostly inhibitors; 360,000 compounds, 3% hits; AID 485364; also: potency is read from the fitted curve at half-maximal effect; % is scaled to controls: 0 for no effect and ±100 for the full control effect; nearly all actives have a fitted effect of over 60% in size
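TGR 20 nM + NADPH 100 uM (dispensed conc.), cpd preinc 15 min RT; start with NADPH (500 uM addition) then DTNB (15 mM addition). Kinetic TNB absorbance, 405 nm filter. Four-parameter Hill fit across titration.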
Pf growth 96h: P. falciparum growth inhibition at 96 hour, primary screen for plastid delayed-death inhibitors | P. falciparum luciferase reporter growth, 96 h | Potency, µM (series often up to 28.7 µM), for inactives: at the top dose activity change, negative = inhibition, usual class: inhibitors | 320,000 compounds, 6.9% hits | AID 504834; also: potency is read from the fitted curve at half-maximal effect; % is scaled to controls: 0 for no effect and ±100 for the full control effect
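Delayed-death screen, second-generation endpoint: infected erythrocytes, 2% hematocrit, 0.05% parasitemia final; 96 hours at 37 C, 5% CO2; luciferase detection reagent; luminescence decrease equals reduced growth.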
Shiga toxin inh: blocks Shiga toxin action in Vero cells; inhibition, % at 38.7 µM; 290,000 compounds, 9.2% hits; AID 2315; Vero cells, Shiga toxin protein synthesis inhibition reporter; in the data active = inhibition mostly above about 28%, no sharp cut-off; inactive = mostly below about 43%; also: 0% is about no effect
Cycloheximide cs: affects cycloheximide protein synthesis inhibition readout, counter-screen; 300,000 compounds, 12% hits; max response, %; cell reporter, cycloheximide protein synthesis inhibition counterscreen; in the data active = max response mostly above about 13%, no sharp cut-off; inactive = mostly below about 14%; also: read at 38.3 µM for the half of the compounds with a filed dose; 0% is about no effect
Pf growth 48h: inhibits P. falciparum growth in the first generation, 48 h; 310,000 compounds, 5.9% hits; AID 504832; P. falciparum luciferase growth in erythrocytes, 48 h; Potency, µM (doses to about 28.7 µM), without a hit: at the highest dose activity change, negative = inhibition, hits mostly inhibitors; also: potency is read from the fitted curve at half-maximal effect; % is scaled to controls: 0 for no effect and ±100 for the full control effect
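Here the parasites carry a stable luciferase gene and grow inside erythrocytes in Albumax-based RPMI medium with compound for one erythrocytic cycle. Activity is scored as loss of luminescent signal.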
FBPA Giardia inh: inhibitors of Giardia lamblia fructose-1,6-bisphosphate aldolase. A8B2U2. purified Giardia FBPA. Potency, µM (series often up to 59.6 µM), inactives show top-dose activity, negative = inhibition, most hits filed as inhibitors. 290,000 compounds, 0.71% hits. AID 2451; also: potency is read from the fitted curve at half-maximal effect; % is scaled to controls: 0 for no effect and ±100 for the full control effect; nearly all actives have a fitted effect of over 55% in size
Target sequence (A8B2U2 whole entry, looked up): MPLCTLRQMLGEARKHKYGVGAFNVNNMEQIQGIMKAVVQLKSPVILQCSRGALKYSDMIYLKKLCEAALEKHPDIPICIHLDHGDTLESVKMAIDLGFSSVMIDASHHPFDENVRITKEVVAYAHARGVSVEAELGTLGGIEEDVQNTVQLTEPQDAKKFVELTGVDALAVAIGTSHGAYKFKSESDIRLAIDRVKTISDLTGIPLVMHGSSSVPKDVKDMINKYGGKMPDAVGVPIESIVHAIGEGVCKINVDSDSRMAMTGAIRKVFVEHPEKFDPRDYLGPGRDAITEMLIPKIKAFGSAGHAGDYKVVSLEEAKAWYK
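Giardia FBPA (40 nM reagent) was preincubated 10 min at RT with compound (up to 57.5 uM final), then substrate plus GAPDH/TPI/NAD/arsenate coupling system with diaphorase/resazurin was added; resorufin fluorescence (525/598 nm) was read after 20 min.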
Starred values were filed as active, the others as inactive; ? = inconclusive; . = not tested or not shown; & = joins results of further samples; [ ] = another dose, or the depositor's remark. Unless noted, calls follow the shape of the dose curve; as a rule, active = well fitted curve in the direction sought with a large enough effect; inconclusive = small, poorly fitted or top-dose-only effect, or another doubt; inactive = no such curve, though single readings can be large; an effect the other way counts as inactive or inconclusive.

SMILES	Sm TGR inh	Pf growth 96h	Shiga toxin inh	Cycloheximide cs	Pf growth 48h	FBPA Giardia inh
CC1CC(C)CN(C(=O)COC(=O)Cc2ccc(Br)cc2)C1 (stereo unspecified)	?	20%	-7	-3	2%	7%
O=C(Cc1ccccc1)Oc1cccc(-n2cnnn2)c1	.	0%	-4	-1	5%	3%
O=C(NCc1cccnc1)c1ccc(-c2cccc(Cl)c2Cl)o1	.	18%	16	12	-20%	-8%
COCC(=O)N(C)C1(c2nnnn2CCOC(=O)Nc2ccc(Cl)cc2)CCCC1	9%	.	16	0	-5%	7%
C=CCn1c(-c2ccc(=O)n(Cc3ccccc3)c2)n[nH]c1=S	5%	-14%	3	-7	1%	?
COc1ccc(N2CCN(C(=O)c3ccc(CS(=O)(=O)c4ccccc4C)o3)CC2)cc1	-23%	10µM*	-5	0	13%	14%
O=C(Nc1c(C(=O)C2CC2)oc2ccccc12)c1ccc(Cl)cc1	7%	-5%	-12	-3	14%	2%
COc1ccc(-c2cc(CNS(=O)(=O)c3ccccc3)on2)cc1	6%	36%[activator]	23	26	23%	-7%
CC(=O)c1cc(CN2CCC(n3nccc3NC(=O)c3ccccc3C)CC2)cs1	-3%	46%[activator]	18	-6	-1%	.
Cc1cccc(N2CCN(CC(=O)Nc3ccc(S(=O)(=O)N4CCOCC4)cc3)CC2)c1C	-5%	5%	2	-2	?	.
O=C(C(=O)N1CCN(c2ccccc2F)CC1)c1cn(CC(=O)N2CCOCC2)c2ccccc12	-9%	-29%	-3	11	4%	-6%
CCn1cc(C(=O)NCCc2ccc(OC)c(OC)c2)c(=O)c2cc(S(=O)(=O)N3CCOCC3)ccc21	1%&18%	?	13	-1	10µM*	-11%
COc1cc(C2C(C(=O)c3cccs3)=C(O)C(=O)N2Cc2ccco2)cc(OC)c1OC (stereo unspecified)	-52%	6%	-15	-2	?	-16%
O=C(CCC(=O)OCC(=O)c1ccc([N+](=O)[O-])cc1)NC1CCCCC1	-14%	?	-7	-2	-2%	3%
O=C(Cc1ccc2c(c1)OCCO2)N/N=C/c1ccco1	-12%	0%	.	.	35%[activator]	.
Cc1ccnc(NC(=O)c2ccc(S(=O)(=O)NCc3ccco3)cc2)c1	-3%	37%[activator]	.	.	38%[activator]	.
COc1cccc(S(=O)(=O)Nc2ccc(C(=O)NCc3ccco3)cc2)c1	-22%	38%[activator]	-9	5	-5%	-7%
Cc1nc2nc(CNC(=O)OC(C)(C)C)nn2c(C)c1CCC(=O)Nc1ccc2c(c1)OCO2	-30%	?	21	12	-15%	.
N#CC(C(=O)NC1CC1)c1nc2ccccc2nc1N1CCN(C/C=C/c2ccccc2)CC1 (stereo unspecified)	-7%	8%	1	-4	7%	-1%
CC(OC(=O)CSc1ccc([N+](=O)[O-])cc1)C(=O)NC1CC1 (stereo unspecified)	0%	-25%	.	.	?	.
COc1cc(C(=O)Nc2cccc(S(=O)(=O)N3CCCC3)c2)cc(OC)c1C	9%	?	10	6	?	?
O=C(Cn1cc2c(n1)CCCC2)NC1CCN(Cc2ccccc2)CC1	0%	-3%	-10	-3	.	2%
CCSc1nnc(-c2ccncc2)n1Cc1ccccc1	-26%	.	-14	-3	-8%	5%
NC(=O)CSc1nc2scc(-c3ccc(Cl)cc3)c2c(=O)n1Cc1ccccc1	-11%	8.3µM*	-7	-2	12µM*	8%
COc1ccccc1OCC(=O)N1CCCC(N(C)Cc2ccccc2)C1 (stereo unspecified)	-22%	-1%	-7	-4	-14%	.
COc1ccc(CNC(=O)CN=C2NC(=O)C(c3ccccc3)(c3ccccc3)N2)cc1	1%	22%	31*	11	10%	5%
CCO/N=C/c1ccc(OC)c(Oc2nc(OC)cc(OC)n2)c1	3%	18%	-1	9	-13%	5%
Cn1c(N)c(C(=O)COC(=O)C2(c3ccc(Cl)cc3)CCCC2)c(=O)n(C)c1=O	-12%	.	23	1	3.7µM*	-8%
CCOc1cc(C=O)cc(Br)c1OCC(N)=O	-1%	?	-4	-8	-37%[1.15 µM]	4%
c1cncc(CNC2CCCc3ccccc32)c1 (stereo unspecified)	-14%	64%	-9	-3	10%	6%
c1ccc(-n2cc(CN3CCC(N4CCOCC4)CC3)c(-c3ccc4c(c3)OCO4)n2)cc1	5%	?	-2	-1	?	1%
COc1ccc(-c2[nH]ncc2CNCCn2cccn2)c(F)c1	?	13µM*	32	-2	47%[activator]	1%
COc1cccc(S(=O)(=O)N2CCOCC2)c1	-23%	-1%	-13	-4	.	2%
CC(C)(C#CCN1CCCC1)OCCC#N	-20%	?	-25	-3	22%	6%
COc1ccc(CNC(=O)CN(CCC(C)C)S(=O)(=O)c2ccc3c(c2)OCCO3)cc1	-21%	?	9	-3	2%	2%
Cc1ccc(OCc2nnc(NC(=O)OCC(C)C)s2)c(C)c1	1%	23%	-6	8	1%	9%
O=C(NNC(=O)c1cnccc1C(F)(F)F)c1cccc(Cl)c1	-3%	46%[activator]	7	4	68%[activator]	-1%
O=C(COC(=O)Cc1ccc(Cl)cc1)Nc1ccc(OC(F)F)cc1	-3%	27%	-9	1	-4%	-4%
CN(C)CCn1c2c(c(SCC(=O)Nc3ccccc3)nc1=O)CCCC2	4%	?	.	.	12%	.
O=C1c2ccccc2S(=O)(=O)N1CC1CC(c2ccccc2)=NO1 (stereo unspecified)	-2%	11%	89*	44*	37%[activator]	13%

Single records, from the list above. Order of screens: Sm TGR inh	Pf growth 96h	Shiga toxin inh	Cycloheximide cs	Pf growth 48h	FBPA Giardia inh
CCSc1nnc(-c2ccncc2)n1Cc1ccccc1 across the screens: -26%	.	-14	-3	-8%	5%
Cc1ccc(OCc2nnc(NC(=O)OCC(C)C)s2)c(C)c1 across the screens: 1%	23%	-6	8	1%	9%
O=C(NNC(=O)c1cnccc1C(F)(F)F)c1cccc(Cl)c1 across the screens: -3%	46%[activator]	7	4	68%[activator]	-1%

Next section
SMILES	Sm TGR inh	Pf growth 96h	Shiga toxin inh	Cycloheximide cs	Pf growth 48h	FBPA Giardia inh
CC[C@@]12C(=O)N(c3cccc(Cl)c3)C(=O)N1[C@H](c1ccc(Br)cc1)[C@@H]1C(=O)N(C(C)(C)C)C(=O)[C@@H]12	0%	?	.	.	9.3µM*	.
CN(C(=O)COc1ccc(Cl)cc1Cl)c1nnc(C23CC4CC(CC(C4)C2)C3)s1	-10%	13µM*	-10	-5	?	0%
Nc1nnnn1/N=C/c1ccc(O)cc1	-10%	2.1µM*	-5	7	.	5%
O=C(NC1CC2CCC(C1)N2Cc1nnnn1Cc1ccco1)NC12CC3CC(CC(C3)C1)C2 (stereo unspecified)	?	.	-11	4	12µM*	-7%
Brc1c(CSc2nncc3ccccc23)nc2ccccn12	3%	?	44*	38*	?	-6%
CCN1CCN(c2ccc(NC(=O)c3cccnc3)cc2Cl)CC1	0%	.	16	11*	31%[activator]	-3%
O=C(CCCCl)NC(=S)Nc1ccc(N2CCOCC2)cc1	?	64%[activator]	96*	34*	128%[activator]	0%
Cc1occc1-c1nnc(SCC(=O)Nc2c(F)cccc2F)n1C	-2%	11%	.	.	7%	.
COc1cc2[nH]c(=O)n(CCCCCC(=O)NCCCN3CCC(C)CC3)c(=O)c2cc1OC	0%	-2%	-3	-3	?	-10%
COc1cc(CN2CCNC(=O)C2CC(=O)N(C)CCN2CCOCC2)cc(OC)c1 (stereo unspecified)	?	-12%	-5	0	5%	-18%
Cc1ccc(C)c(NS(=O)(=O)c2ccc3c(c2)NC(=O)CCS3)c1	2%	9.3µM*	0	9	-17%	.
COc1ccccc1/C=C(/C(=O)OCC(=O)Nc1ccc(N(C)C)cc1)c1ccccc1	-3%	?	41	8	9%	1%
Clc1ccccc1CSc1nncn1NC/C=C/c1ccccc1	-3%	27%	-5	1	6%	-5%
Oc1ccc(C[C@H]2CNCCN2CCc2cccc(F)c2)cc1	1%	?	.	.	?	.
COc1cccc(/C=C2/CN(C)CC3=C2OC(N)=C(C#N)C3c2cccc(OC)c2)c1 (stereo unspecified)	?	?	1	-1	13µM*	?
CCOc1ccccc1N(CC(=O)NCc1ccncc1)S(=O)(=O)c1ccccc1	6%	18%	-9	-8	-13%	.
Cc1ccc(C(=O)OCC(=O)N(C)c2c(N)n(Cc3ccccc3)c(=O)[nH]c2=O)s1	1%	14%	.	.	6%	.
CCN(CC)S(=O)(=O)c1ccc2nc(NC(=O)c3ccco3)sc2c1	-15%	-2%	78*	29*	41%[activator]	15%
O=C1CC(/C=C/c2ccccc2)=Nc2ccccc2N1	-2%	17%	58*	30*	73%[activator]	1%
O=C(Nc1nc2ccccc2s1)c1c(F)cccc1Cl	3%	-22%	91*	38*	0%	-15%

Quoted from the listing for reference:
SMILES	Sm TGR inh	Pf growth 96h	Shiga toxin inh	Cycloheximide cs	Pf growth 48h	FBPA Giardia inh
CCN1CCN(c2ccc(NC(=O)c3cccnc3)cc2Cl)CC1	0%	.	16	11*	31%[activator]	-3%
O=C(CCCCl)NC(=S)Nc1ccc(N2CCOCC2)cc1	?	64%[activator]	96*	34*	128%[activator]	0%

The main list resumes, repeating the 3 entries before the break.
SMILES	Sm TGR inh	Pf growth 96h	Shiga toxin inh	Cycloheximide cs	Pf growth 48h	FBPA Giardia inh
CCN(CC)S(=O)(=O)c1ccc2nc(NC(=O)c3ccco3)sc2c1	-15%	-2%	78*	29*	41%[activator]	15%
O=C1CC(/C=C/c2ccccc2)=Nc2ccccc2N1	-2%	17%	58*	30*	73%[activator]	1%
O=C(Nc1nc2ccccc2s1)c1c(F)cccc1Cl	3%	-22%	91*	38*	0%	-15%
COc1ccc(C2(c3ccc(OC)cc3)NC(=O)N(Cn3nnc4ccccc4c3=O)C2=O)cc1	6%	?	-9	-4	12µM*	1%
COC(=O)c1ccc(CNCC(O)COc2ccc(-c3ccccc3)cc2)cc1 (stereo unspecified)	-1%	11%	37	3	?	5%
COc1ccc(S(=O)(=O)N2CCCCCC2)cc1C(=O)N(C)Cc1c(F)cccc1Cl	6%	?	.	.	?	.
CCCCN(C)CCNC(=S)Nc1ccc2nc(N3CCN(CC)CC3)cc(C)c2c1	4%	?	8	-2	2.3µM*	2%
Cc1ccc(S(=O)(=O)c2c[nH]c3ccc(Cl)cc3c2=O)cc1	-27%	33%[activator]	-4	-1	31%[activator]	7%
CCn1c(=O)c(=O)[nH]c2cc(C(=O)N3CCN(c4ccccc4F)CC3)ccc21	-8%	?	-24	-2	1%	-5%
COCc1cc(OC)nc(-c2csc(C)n2)n1	19%	?	7	0	-28%	-18%
CC(=O)c1ccccc1OCCn1nc(C(=O)O)c2ccccc2c1=O	5%	51%[activator]	21	7	-5%	19%

Bioassay records from PubChem.
